# Assay outcomes as filed in PubChem.
# D1 agonist – human D1 receptor agonism; P21728; HEK293 T-REx D1 cells, calcium flux, agonist mode; activation, % at 2 µM; hit rate 1% among 360,000; in the data active = activation above about 30%; note: 0% is about no effect
# Target sequence (P21728 whole entry, looked up): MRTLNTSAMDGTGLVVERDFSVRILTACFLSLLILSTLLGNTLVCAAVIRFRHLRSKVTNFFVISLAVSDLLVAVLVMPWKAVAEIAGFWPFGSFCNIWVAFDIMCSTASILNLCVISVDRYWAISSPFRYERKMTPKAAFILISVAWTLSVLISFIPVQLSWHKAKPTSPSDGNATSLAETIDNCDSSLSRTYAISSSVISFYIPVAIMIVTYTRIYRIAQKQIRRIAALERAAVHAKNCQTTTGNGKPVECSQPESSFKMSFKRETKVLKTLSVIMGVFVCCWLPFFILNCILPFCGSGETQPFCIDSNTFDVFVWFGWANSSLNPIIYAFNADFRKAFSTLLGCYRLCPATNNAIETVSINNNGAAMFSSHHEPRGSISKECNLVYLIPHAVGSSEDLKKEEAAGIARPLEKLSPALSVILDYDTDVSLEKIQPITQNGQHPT
#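 Tetracycline-induced HEK293 TREx D1 cells, force-coupled to calcium signalling, were dye-loaded with a no-wash calcium kit. Compound was pin-added after a 10 s baseline. Fluorescence was read kinetically at 1 cycle/s for 180 s, with calcium rises flagged as agonism.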
# Vif-APOBEC3F blk – Vif-A3F binding inhibition. HeLa A3F-eYFP + Vif (tagged APOBEC3F with the HIV-1 protein that degrades it), YFP fluorescence increase. Potency, µM (highest dose often 46.1 µM), inactives show top-dose activity, negative = active. hit rate 0.2% among 390,000. AID 602313; note: potency is the fitted concentration of half-maximal effect; % of control where 0% means no effect; nearly all actives have a fitted effect of over 65% in size
#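 HeLa cells stably expressing A3F-eYFP plus Vif, plated and incubated overnight at 37 deg C, then exposed to compounds overnight at 37 deg C. Blocked degradation read as raised yellow fluorescence (Ex 488/Em 500-530).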
# D2 potentiator – D2 dopamine receptor (human) potentiation; P14416; HEK293 T-REx D2, calcium flux, EC20 dopamine potentiation; potentiation, % at 10 µM; hit rate 0.34% among 340,000;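 active = potentiation over 3 SD above the plate norm, cut at about 30% in these data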; note: 0% is about no effect
#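 Cells plated with tetracycline inducer and held overnight at 30 C; calcium dye loaded 30–90 min at room temperature; baseline taken, compound added and read 180 s; EC20 dopamine then added and read 180 s.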
# D1 antag – blocks dopamine activation of the human D1 receptor; hit rate 3.2% among 360,000; AID 504652; P21728; activity change, negative = inhibition, % at 10 µM; HEK293 TREx D1 cells, calcium flux, dopamine EC80; active compounds read low; in the data active = activity change below about -30%; note: % is set by controls: 0 for no effect and ±100 for the full control effect
#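 Using tetracycline-induced force-coupled D1 Hek293 cells and a calcium dye, signals were followed for 180 s after compound, then for 180 s after EC80 dopamine, to detect inhibitors.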
# Vif-A3G inh – inhibitors of Vif-APOBEC3G interaction; Potency, µM (highest dose often 46.1 µM), without a hit: top-dose activity, negative = active, hits mostly inhibitors; HeLa A3G-eYFP + Vif (tagged APOBEC3G with the HIV-1 protein that degrades it), YFP fluorescence, overnight; AID 602310; hit rate 0.076% among 410,000;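 note: potency is the fitted concentration of half-maximal effect; % is set by controls: 0 for no effect and ±100 for the full control effect; nearly all actives have a fitted effect of over 60% in size; hits raise eYFP signal because A3G escapes Vif-driven loss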
# Target sequence (Q9HC16 whole entry, looked up): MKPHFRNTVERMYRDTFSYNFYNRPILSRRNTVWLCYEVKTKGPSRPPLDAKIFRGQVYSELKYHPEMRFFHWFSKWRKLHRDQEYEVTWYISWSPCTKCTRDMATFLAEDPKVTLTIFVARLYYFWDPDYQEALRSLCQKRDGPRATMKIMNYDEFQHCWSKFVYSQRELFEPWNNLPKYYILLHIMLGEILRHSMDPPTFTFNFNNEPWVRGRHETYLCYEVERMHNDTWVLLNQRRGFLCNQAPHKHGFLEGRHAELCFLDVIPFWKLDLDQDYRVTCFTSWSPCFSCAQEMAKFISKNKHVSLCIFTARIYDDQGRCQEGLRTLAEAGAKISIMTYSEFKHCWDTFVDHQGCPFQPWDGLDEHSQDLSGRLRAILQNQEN
#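 Read-out is eYFP fluorescence (Ex 488/Em 500-530) from Vif-expressing HeLa A3G-eYFP cells; more signal means A3G escaped Vif-mediated degradation. Cells plated overnight, compound pinned in, incubated overnight at 37 deg C.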
# RXFP1 ag – activates the human relaxin receptor RXFP1; Q9HBX9; HEK293T-RXFP1 cAMP TR-FRET, 30 min; response scale: percent of porcine relaxin response, buffer zero; Potency, µM (doses to about 57.5 µM), for inactives: top-dose activation, most hits filed as activators; hit rate 0.3% among 370,000; AID 2676; note: potency is the fitted concentration of half-maximal effect; % is set by controls: 0 for no effect and ±100 for the full control effect; nearly all actives have a fitted effect of over 60% in size; many of its hits are not listed in these tables
#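 HEK293T cells stably expressing RXFP1 were pretreated with the PDE4 inhibitor Ro 20174, exposed to compounds for 30 min at 37C, lysed, and cAMP was read by TR-FRET. Data normalized to buffer (basal) and 29 nM porcine relaxin (100%).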
# GRP78 ERSR act – inducers of ER stress response in human glioma cells; U87-MG GRP78 promoter luciferase reporter, 16 h; Potency, µM, for inactives: top-dose activation, usual class: activators; hit rate 0.02% among 420,000; note: potency is the fitted concentration of half-maximal effect; series mostly up to about 76 µM; % of control where 0% means no effect; nearly all actives have a fitted effect of over 35% in size
#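 Stably transfected U87-MG glioma cells carrying a GRP78-based luciferase sensor; 16 h compound incubation. Luminescence end-point read 10 min after Bright-Glo addition at room temperature.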
# D1 PAM – enhances dopamine response at the human D1 receptor. HEK293 TREx D1 cells, calcium flux, dopamine EC20 potentiation. potentiation, % at 10 µM. hit rate 0.036% among 360,000. AID 504651; in the data active = potentiation above about 30%; note: 0% is about no effect
# LDHA inh – blocks human lactate dehydrogenase A; purified LDHA, NADH/diaphorase-resazurin fluorescence; active compounds read low; activity change, % (values are at about 110 or 230 µM); P00338; hit rate 0.15% among 480,000; in the data active = activity change below about -30%;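 note: plate controls were DMSO wells for no effect and wells without enzyme for full effect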
#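 Enzyme activity of human lactate dehydrogenase 5 (2 nM; 0.06 mM NADH, 0.2 mM pyruvate, 5 min, RT) is measured via a resazurin/diaphorase fluorescence readout of residual NADH.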
# Active calls of the source: *; . = not tested or not shown. Unless noted, calls come from the whole dose curve; as a rule, active = well fitted curve in the direction sought with a large enough effect; inconclusive = small, poorly fitted or top-dose-only effect, or another doubt; inactive = no such curve, though single readings can be large; an effect the other way counts as inactive or inconclusive. The list is partial; rates above refer to the full screens.
SMILES,D1 agonist,Vif-APOBEC3F blk,D2 potentiator,D1 antag,Vif-A3G inh,RXFP1 ag,GRP78 ERSR act,D1 PAM,LDHA inh
CC(=O)NC(CC(=O)OCC(=O)c1c(N)n(C)c(=O)n(C)c1=O)c1ccccc1 (configuration not stated),2,-2%,7,4,0%,22%,-3%,0,-5
COc1ccccc1NS(=O)(=O)c1cccc(C(=O)NN=C2CCCCCC2)c1,1,-2%,-3,-3,1%,0.4%,1%,-2,-12
COCCNC(C(=O)Nc1ccc([N+](=O)[O-])cc1Br)c1ccccc1 (configuration not stated),0,-1%,-14,-1,-4%,0.7%,-2%,-3,3
O=C(NCCCN1CCN(c2ccccc2)CC1)Nc1ccccc1C(F)(F)F,-1,0%,-20,-28,0%,-0.7%,-4%,-9,-5
CN(Cc1ccc(OC(F)F)cc1)C(=O)c1ccc(S(=O)(=O)N(C)c2ccccc2)cc1,9,2%,-2,-40*,-1%,-1.7%,0%,-6,-2
CCOC(=O)c1ccc(N2CCN(c3cc(C)ccc3C)CC2)c(NC(=O)Nc2ccc(CC)cc2)c1,-1,4%,4,11,1%,0.9%,1%,-2,-1
O=C(CSc1ncccn1)NNC(=O)c1ccccc1,.,-12%,.,.,3%,.,7%,.,-4
COc1ccc(C(CNC(=O)c2ccc(F)cc2)N2CCCC2)cc1 (configuration not stated),9,1%,-25,-5,3%,0.4%,-3%,2,-3
CNC(=S)Nc1ccc2nc(C)oc2c1,1,0%,-5,-5,0%,1.1%,-5%,3,-2
Cn1nc(C(C)(C)C)cc1C(=O)NNC(=O)c1ccc(C(F)(F)F)cc1,7,3%,.,-19,0%,1.9%,-5%,-9,-6
COC(=O)CCC(=O)N1CCOCCOCCN(C(=O)CCC(=O)OC)CCOCCOCC1,1,-6%,-5,8,1%,-0.4%,0%,7,0
O=C(COC(=O)c1ccc(S(=O)(=O)N2CCCC2)cc1)Nc1ccc(N2CCOCC2)cc1,3,1%,.,0,-1%,2.3%,8%,-1,-10
CCOC(=O)C1CCN(C(=O)c2ccc(Cl)c(S(=O)(=O)N3CCOCC3)c2)CC1,0,-8%,-3,5,0%,0.9%,-1%,10,-4
Cn1c(=O)c2c(-c3ccc(Br)cc3)n(CCc3ccccc3)cc2n(C)c1=O,3,9%,8,-11,0%,-2.5%,-2%,0,-9
COC(=O)c1ccc(NC(=S)NCC2CC2)cc1,4,0%,-5,-10,0%,1.1%,7%,0,-10
CCOc1ccc(-c2nonc2NC(=O)c2ccc(C)cc2)cc1OCC,2,-2%,-1,10,2%,-0.9%,1%,0,-11
Cn1c2ccccc2c2ccc3c(c21)C(=O)C=CC3=O,.,11µM*,.,.,-6%,.,-2%,.,19
CCN(c1ccccc1)c1ccc2cc(S(=O)(=O)N3CCCC3)ccc2n1,2,-1%,.,7,0%,1.2%,-3%,-4,-1
CCOC(=O)C1=C(C)NC(=O)C(C(N)=O)C1c1ccccc1 (configuration not stated),4,-2%,-3,1,0%,1.1%,0%,3,-4
O=C(COc1ccccc1)N/N=C/c1cc2c(cc1[N+](=O)[O-])OCO2,-1,-4%,-8,1,0%,-0.3%,-2%,-3,-1
CCC(Sc1nccn1C)C(=O)Nc1cccc2ccccc12 (configuration not stated),0,-11%,5,-13,2%,-0.7%,-4%,9,-9
CCOC(=O)/C=C(/C)N1N=C(c2ccc(OC)cc2)CC1c1cccc([N+](=O)[O-])c1 (configuration not stated),1,3%,20,-22,0%,-0.2%,7%,-6,2
O=C(NCCN1CCOCC1)c1cc2n(n1)C(C(F)(F)F)CC(c1ccc(F)cc1)N2 (configuration not stated),2,7%,.,2,-3%,0.5%,-2%,-8,-6
S=C(NCc1ccc(Cl)cc1)Nc1ccc(Cl)cc1Cl,19,1%,-4,-21,-1%,1.4%,-7%,-11,-7
O=c1c2sccc2n(Cc2ccc(F)cc2)c(=O)n1-c1ccc(F)cc1,0,-30%,0,2,-2%,2.6%,-4%,4,-10
Cc1nc(NCc2ccccc2)c2cc[nH]c2n1,6,2%,-11,-34*,-6%,-0.2%,-12%,-2,-8
CC1CCN(CC(=O)Nc2ccc(C(=O)N3CCCCC3)cc2)CC1,4,-34%,-8,-10,0%,-0.4%,-7%,1,-24
COc1cc(C)ccc1OCc1cc(C(=O)NC(c2ccccn2)C(F)(F)F)no1 (configuration not stated),.,-8%,.,.,0%,.,2%,.,1
CCC(=O)N1c2ccccc2CC1C(=O)NCCCN1CCN(c2ccc(OC)cc2)CC1 (configuration not stated),1,-7%,-5,5,1%,0.4%,-4%,1,5
Cc1ccc(NC(=O)C2C3C=CC4(CN(Cc5cccnc5)C(=O)C24)O3)cc1 (configuration not stated),3,-9%,-1,-8,0%,1.6%,5%,0,-1
Cc1c(O)cc2c(c1O)C(=O)CC(c1ccc(O)cc1)O2 (configuration not stated),3,5%,-3,-7,-5%,-0.1%,-1%,2,2
COc1ccc(C(=O)NNC(=O)c2ccc(C)cc2)cc1S(=O)(=O)N1CCCC1,-1,-3%,0,10,3%,1.1%,-4%,-7,-8
O=C(CN1C(=O)C2C3C=CC(C4CC34)C2C1=O)OCC(=O)c1ccccc1 (configuration not stated),3,-1%,1,3,-5%,-1.9%,0%,1,-10
Cc1ccc(CNC(=O)c2ccc(N3CCC4(CC3)CC(c3ccccc3)=NO4)c(NC(=O)c3c(Cl)cccc3Cl)c2)cc1,1,-6%,3,11,3%,0.4%,-6%,-7,0
CCOc1cc(C2CC(=O)NC(SCC)=C2C#N)ccc1O (configuration not stated),4,-14%,16,-11,-5%,2.2%,-5%,.,6
Cc1cc2nc(C(F)(F)F)cc(-c3cccs3)n2n1,-1,1%,2,3,1%,1.8%,-3%,-4,-2

# Taken from above.
# CCOc1cc(C2CC(=O)NC(SCC)=C2C#N)ccc1O (configuration not stated) | LDHA inh: 6
# Cc1nc(NCc2ccccc2)c2cc[nH]c2n1 | D2 potentiator: -11

# Additional results follow.
SMILES,D1 agonist,Vif-APOBEC3F blk,D2 potentiator,D1 antag,Vif-A3G inh,RXFP1 ag,GRP78 ERSR act,D1 PAM,LDHA inh
O=C1[C@@H]2C(c3cccnc3)=NO[C@@H]2C(=O)N1c1ccc(Cl)cc1Cl,4,-5%,7,-13,0%,-0.7%,2%,-4,-2
CCC(=O)c1ccccc1OCCCn1cncn1,1,-5%,1,-31*,5%,1.7%,-3%,-8,-4
O=c1cc(O)nc(-c2ccc(Cl)cc2)s1,2,-28%,-1,-6,6%,-1.7%,1%,1,-8
CCOCCCn1c(=N)c(C(=O)NC(C)c2ccccc2)cc2c(=O)n3cccc(C)c3nc21 (configuration not stated),1,-6%,-12,-10,6%,16%,-3%,0,-4
CCCn1c(-c2ccncc2)n[nH]c1=S,6,12%,1,-4,8%,-2.2%,-4%,0,-7
O=C(N/C(=C\c1ccccc1)C(=O)N1CCCCCC1)c1ccccc1,0,8%,-13,-6,-3%,0.9%,2%,-7,-10
CC(C)(C)OC(=O)C[C@H]1C/C=C\C[C@@H](CC(=O)N(CCO)Cc2ccccc2)C(=O)NC[C@H](c2ccccc2)OC1=O,.,-3%,.,.,-5%,.,-3%,.,0
Cc1cccc(CSc2cn(CC(=O)N3CCCC3)c3ccccc23)c1,11,-10%,1,-2,-1%,5.1%,0%,0,7
COc1ccc(S(=O)(=O)N2CCC(C(=O)N[C@H](C(=O)NCc3ccco3)C(C)C)CC2)cc1,1,-18%,11,-8,1%,-3.4%,-4%,4,-3
O=C(NNc1cccc(Cl)c1)c1cccnc1Oc1ccccc1,1,4%,4,7,-16%,-2.8%,-3%,-6,-2
C=CCC[C@H](Cc1ccc(F)cc1)C(=O)OC[C@@H](Cc1c[nH]c2ccccc12)NC(=O)[C@H](CC=C)CC(=O)NCCO,.,-2%,.,.,-13%,.,-4%,.,1
COc1c(C)cccc1C(=O)NC(=S)Nc1ccc2c(c1)Cc1ccccc1-2,4,-11%,9,15,1%,0.3%,-4%,0,-4
Cc1ccc(C(=O)c2ccccc2C(=O)OCC(=O)N2CC(C)CC(C)C2)cc1 (configuration not stated),0,1%,-14,21,0%,1.7%,-3%,.,-5
CC(C)(C)NC(=O)CN(Cc1cccs1)C(=O)CCN1CCc2ccccc21,3,-14%,2,-2,-7%,-1.2%,-2%,-3,1
Cc1ccc(Nc2nc(N)nc(COC(=O)c3ccc(Br)o3)n2)cc1,3,6%,-3,6,-1%,0.7%,-2%,2,-10
COc1ccc(OC)c(C(=O)COC(=O)COc2ccccc2F)c1,2,-22%,-5,-4,-1%,2.9%,-2%,-5,-1
Cc1ccc(NC(=O)COC(=O)CSCC(=O)Nc2cc(C)on2)c(C)c1,-2,5%,-4,20,-3%,-0.5%,3%,-5,-1
C=CCN(c1ccccc1C(=O)NCC(=O)O)S(=O)(=O)c1ccc(C)cc1,1,1%,2,9,2%,0.0%,-5%,-2,-8
Cc1ccc(S(=O)(=O)N2CCCCC2)cc1C(=O)NCc1ccncc1,-2,0%,-18,8,-5%,4.9%,-3%,0,-12
Cc1ccc(C)c(C(=O)CN2C(=O)c3ccccc3C2=O)c1,10,3%,.,-15,0%,0.6%,-1%,-2,-5
O=C(Cn1cc(C(=O)C2CC2)c2ccccc21)NC1CCCC1,1,3%,9,-8,0%,13%,0%,-2,0
Nc1ccccc1SCc1ccccc1Cl,1,-9%,-2,-27,-4%,-0.1%,-1%,-7,6
Cc1ccc(CNC(=O)c2oc3ccc(S(=O)(=O)N4CCC(C)CC4)cc3c2C)cc1,2,-5%,3,-19,2%,0.2%,-1%,-1,-2
CC(=O)Oc1ccc(-c2csc(Nc3ccccn3)n2)cc1,.,-7%,.,.,-18%,.,4%,.,-7
